WT yeast gro inh – growth inhibition of WT strain, primary screen, mitochondrial fusion inhibitor project, WT and mutant strains, chemical genetic. mitochondrial fusion phenotypic screen. 190,000 compounds, 2.1% hits. inhibition, % at 10 µM. AID 1362, 2008; in the data active means inhibition above about 58%; tested in S. cerevisiae
MT stabilize HCS – microtubule stabilizers in HeLa cells, primary screen, imaging, high-content imaging; HeLa tubulin immunostaining HCS, 24 h; share of cells brighter than vehicle mean+2SD; % tubulin-high responders, % at 10 µM; 200,000 compounds, 0.83% hits;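 active means plate Z-score above 3 for both tubulin-high and condensed-nucleus cell shares, with cell loss under 80%, at 10 µM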;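 further: anti alpha tubulin signal scored within the nucleus-defined area of each cell; some results filed as inactive read as strong as hits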
HIV fusion peptide – inhibitors of HIV fusion peptide binding, primary screen, biochemical, uHTS, fluorescence dequenching (AID 1986) | cell-free peptide binding, fluorescence dequenching, 30 min; higher % means a stronger effect | inhibition, % at 20 µM; hits with a dose series show IC50 in µM | 290,000 compounds, 0.3% hits; in the data active means inhibition mostly above about 52%, no sharp cut-off; inactive means mostly below about 76%; further: some results filed as inactive read as strong as hits
Dynein transport – inhibitors of GR-EGFP nuclear translocation, primary screen, dynein cargo transport inhibitor project, imaging, high-content, 3617.4 mouse cells; test concentration mostly 20 µM; stimulated with dexamethasone, 1 µM; active compounds read low; z-score, hits read low; 220,000 compounds, 0.47% hits;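 active means plate z-score of nuclear minus cytoplasmic receptor signal below a set negative limit, without overly bright fluorescence or cell loss, cut at about -3.5 in these data, passing the limit was not always enough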;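 further: z-score of nuclear minus cytoplasmic ring GR-EGFP intensity difference per well; some compounds called inactive have numbers as strong as hits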
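Medium: Induction medium lacking tetracycline, stripped serum | Probe or stimulus: 1.0 µM final dexamethasone stimulus | Schedule: 48 h induction, then 1 h compound, then 30 min agonist, 37 °C | Signal: Automated 10x imaging of fixed Hoechst-stained cells | Evaluation: Per-cell GR-EGFP intensity, nucleus versus surrounding cytoplasmic ring, well-averaged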
Autophagy mod – autophagy modulators in MEF cells, primary screen, imaging, high-content, MEF GFP-LC3; MEF GFP-LC3 puncta imaging; test concentration mostly 10 µM; calls only at 10 µM (by protocol); 190,000 compounds, 0.98% hits;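 active means percentage of spot-positive cells more than 3 SD above its plate mean, without a fluorescence outlier flag or 80% toxicity; inconclusive means no clear call, values can overlap the other calls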;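 further: spot-positive cell cutoff set from DMSO-treated cells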
AID2073 – inhibitors of Mint1-CaV2.2 protein interaction, biochemical, HTRF (AID 2073); Voltage-dependent N-type calcium channel subunit alpha-1B (Homo sapiens); HTRF protein-protein interaction, Mint1-CaV2.2; higher % means a stronger effect; one-dose inhibition, % at 20 µM; IC50 in µM for titrated hits; 290,000 compounds, 0.19% hits; in the data active means inhibition mostly above about 51%, no sharp cut-off; inconclusive means no clear call, values can overlap the other calls; inactive means mostly below about 53%; further: some results filed as inactive read as strong as hits
Ins promoter up – insulin promoter activators in MIN6 cells, imaging, high-content screening, mouse beta cells; MIN6 insulin promoter-GFP reporter; active compounds read high; z-score at 5 µM; AID 1625, 2009; 190,000 compounds, 0.3% hits;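 active means z-score above 3 at 5 µM with at least 500 cells counted in the well; inconclusive means wells under 500 cells, flagged as cytotoxic or low count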
b-catenin transl – modulators of beta-catenin nuclear translocation, primary screen, imaging, HeLa cells, immunofluorescence, high-content; nuclear translocation activity, % at 5 µM; 190,000 compounds, 0.3% hits;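 active means nuclear translocation activity above 50% at 5 µM, with a well cell count of 50 or more; inconclusive means wells under 50 cells across six images, flagged as toxic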;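 further: per-cell ratio of nuclear to cytoplasmic median beta-catenin stain intensity; plate controls were DMSO negative control for no effect and GSK-3 inhibitor IX positive control for full effect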
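Test system: human HeLa cells, native beta-catenin. Compound dosing: 5 µM primary single dose, 0.1% DMSO, 0.02–20 µM confirmation series. Incubation: compound exposure 24 h at 37°C. Detection: beta-catenin immunostaining with DAPI counterstain, 20x imaging, 6 fields/well. Read-out basis: Nuclear/cytoplasmic beta-catenin signal ratio, % activation.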
Yfh1-off respiration – enhancers of respiration in Yfh1-depleted yeast, dose response, Friedreich's ataxia, plus single-dose screen (AID 1465); S. cerevisiae Yfh1-off respiration, WST-1 reduction, 72 h; higher fold induction means a stronger effect; fold induction at 50 µM, or EC50 in µM where a hit was titrated; 220,000 compounds, 0.074% hits;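 active means fold induction of absorbance versus untreated yeast above a set limit, then at least 30% activation at any dose in follow-up; inconclusive means repeats straddling the limit, or above it without dose testing; inactive means fold induction below the set limit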;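 further: activators that raise dye reduction in frataxin-depleted yeast; strong numbers were not always called active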
WT yeast gro inh mutant strain – recorded beside WT yeast gro inh, whose call it bears; inhibition, %; mitochondrial fusion phenotypic screen, mutant strain inhibition
Dynein transport cytoplasmic EGFP – second read-out of Dynein transport, no call of its own (marks repeat the call); z-score; measured here: cytoplasmic GR-EGFP intensity; active compounds read high
Dynein transport nuclear GR-EGFP – second read-out of Dynein transport, no call of its own (marks repeat the call); z-score; measured here: nuclear GR-EGFP intensity;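 lower value marks the stronger effect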
Dynein transport cell count – recorded beside Dynein transport, whose call it bears; z-score; measured here: cell count per field
Ins promoter up cell count – also measured in Ins promoter up; calls as there; cell count; measured here: cytotoxicity, nuclei count;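 total cells summed across four imaged fields per well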
b-catenin transl cell count 5 µM – second read-out of b-catenin transl, no call of its own (marks repeat the call); cell count; measured here: cell count, cytotoxicity flag
MT stabilize HCS Hoechst-high % – second read-out of MT stabilize HCS, no call of its own (marks repeat the call); % Hoechst-high responders; measured here: nuclear condensation Hoechst responders;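 share of cells brighter than vehicle mean plus two SD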
MT stabilize HCS cytotoxicity % – recorded beside MT stabilize HCS, whose call it bears; toxicity, %; measured here: cytotoxicity by cell density;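 0% = mean cell density of plate MIN control wells and 100% = no cells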
Autophagy mod cell loss 18 h – second read-out of Autophagy mod, no call of its own (marks repeat the call); toxicity, %; measured here: cell loss, nuclei count;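 cell loss after 18 h compound exposure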
* = called active by the depositor; i = inactive; u = inconclusive; x = no result given.

SMILES	WT yeast gro inh	WT yeast gro inh mutant strain	MT stabilize HCS	MT stabilize HCS Hoechst-high %	MT stabilize HCS cytotoxicity %	HIV fusion peptide	Dynein transport	Dynein transport cytoplasmic EGFP	Dynein transport nuclear GR-EGFP	Dynein transport cell count	Autophagy mod	Autophagy mod cell loss 18 h	AID2073	Ins promoter up	Ins promoter up cell count	b-catenin transl	b-catenin transl cell count 5 µM	Yfh1-off respiration
c1ccc(-c2cn3c(n2)SCC3)cc1	-2	5	3.0	1.5	0.7	-1.3%	0.66	-0.21	0.27	-0.11	i	-2	6%	x	x	-0.3	923	i
Cc1ccc(C(=O)C[n+]2cc(-c3ccc(C)cc3)n3c2CCCCC3)cc1	9	-3	2.0	2.0	1.5	-2.6%	0.93	-0.17	1.1	-1.6	i	16	2%	u	x	-0.6	1331	x
COc1cccc(OC)c1NC(=O)c1nc2c(nnn2Cc2ccccc2Cl)c(=O)[nH]1	-11	3	2.8	1.9	17	4.6%	-0.46	-0.37	-0.4	0.76	i	0	-6%	0.28	1607	-0.6	984	i
C(=N\N1CCN(Cc2cccc3ccccc23)CC1)/c1cccnc1	-3	1	3.5	1.9	2.0	1.6%	-0.23	-0.2	-0.38	0.34	i	-20	20%	0.99	957	-4.1	1422	i
COc1ccc(C(=O)NC(=S)NNC(=O)c2ccc(NC(C)=O)cc2)cc1Br	-7	-14	3.9	2.0	9.2	12%	0.96	-0.23	0.93	-0.96	i	6	0%	0.05	1321	1.9	1076	>100µM*
CCOC(=O)Cc1nnc(NC(=O)CC)s1	13	1	5.1	3.0	6.1	0.8%	0.59	-0.28	0.56	-0.68	i	11	45%	0.46	907	-3.1	1210	i
CCOC(=O)N1CCN(S(=O)(=O)N(C)C)CC1	-5	1	5.5	3.0	6.8	1.6%	0.59	-0.11	0.71	-1.2	i	-4	-4%	1	1253	-3.5	942	i
C/C(=N\NC(=O)CSc1nc2ccccc2c(=O)n1-c1ccccc1C)c1cccs1	6	3	2.3	3.2	14	-0.4%	0.97	-0.23	0.55	-0.67	i	-3	6%	-0.43	1299	0.6	1024	i
CN(C)C(CNC(=S)Nc1ccc(F)cc1)c1cccnc1 (stereo not drawn)	-10	-1	1.8	1.8	4.7	-0.7%	1	-0.23	0.64	-0.42	i	33	-4%	x	x	-0.1	1027	i
CCOC(=O)/C=c1\s/c(=C\c2ccc(C(=O)OC)cc2)c(=O)n1CC(=O)Nc1ccccc1	-49	16	4.1	3.0	8.3	-0.1%	0.98	-0.13	0.22	-0.39	i	7	u	x	x	0.2	1422	i
COc1ccc2nnc(-c3ccccc3)n2n1	0	-3	5.0	3.7	4.0	-0.6%	-0.19	-0.19	0.14	-0.072	i	-7	u	-0.23	929	x	x	i
COc1cc(/C=C2\SC(=S)N(CC(=O)Nc3cccnc3)C2=O)cc(OC)c1OC	-10	-4	1.3	2.0	4.7	-0.2%	0.1	-0.23	0.024	0.17	i	3	-22%	-0.15	1382	3.5	1097	i
COc1cccc(N2CC(C(=O)Nc3nnc(SCc4ccccn4)s3)CC2=O)c1 (stereo not drawn)	-10	5	7.9	1.4	8.2	9.1%	-0.48	-0.15	-0.39	-0.21	i	-9	-7%	-0.23	1325	0.7	1045	i
CCC(C)NC(=O)c1[nH]c(C)c(C(=O)OC)c1C (stereo not drawn)	-23	-2	6.0	2.6	6.3	1.2%	-0.45	-0.26	-0.25	0.19	i	-3	-4%	0.12	1428	-0.5	1096	i
Cc1c(Cl)cccc1NC(=O)CNc1cccc(C(F)(F)F)c1	21	4	1.5	3.2	12	1.0%	1	0.077	0.91	-1.4	i	11	9%	0.47	1484	1.1	1081	i
Cc1noc(C)c1C(=O)OCC(=O)Nc1cc(S(=O)(=O)N2CCOCC2)ccc1Cl	11	-1	2.2	1.2	0.2	-0.8%	1.4	-0.37	-0.055	0.25	i	2	0%	-0.43	1565	-3.4	991	i
O=C1NC(=O)C2(COC(c3cccc([N+](=O)[O-])c3)OC2)S1 (stereo not drawn)	-7	2	2.2	3.1	6.9	-0.5%	0.5	-0.29	0.51	0.02	i	34	1%	0.61	1202	-2.5	1067	i
C=C(C)CNC(=S)N/N=C(\C)c1ccc(-n2ccnc2)cc1	13	25	0.8	1.0	13	-1.2%	-0.45	-0.16	-0.069	0.86	i	-18	-22%	0.18	940	-1.7	1200	i
COC(=O)C(CC(=O)Nc1cc(C)ccc1C)Nc1ccccc1OC (stereo not drawn)	-6	-11	5.5	1.8	3.4	11%	0.43	-0.33	0.53	-0.51	i	11	-4%	0.22	1487	1.2	1392	i
Cn1c(=O)c2c(nc(-n3ccnc3)n2C)n(C)c1=O	9	10	2.4	0.9	2.5	-0.3%	-1.6	-0.17	-1.3	0.38	i	0	5%	-0.35	1347	-0.1	1092	i
O=C(Nc1nc2ccc(F)cc2s1)C1CCN(S(=O)(=O)c2cc([N+](=O)[O-])ccc2Cl)CC1	-12	-1	1.7	0.9	0.4	15%	0.3	-0.17	0.49	-0.86	i	12	24%	-3.5	597	1.8	1004	i
Cc1cc(C)cc(OC2CCCCC2NS(=O)(=O)c2ccccc2)c1 (stereo not drawn)	27	22	1.6	1.6	8.6	-2.0%	-0.86	-0.22	-0.38	1	i	0	9%	-0.25	1155	0.4	1091	i
CCN(CCNC(=O)C1CCN(Cc2nc(-c3cccc(Cl)c3)oc2C)CC1)c1ccccc1	48	31	11	1.4	12	-1.7%	-0.41	-0.1	-0.09	0.031	i	3	-18%	-0.04	588	-4.7	822	i
O=C(CSc1nc2ccccc2n1CCc1ccccc1)NC1CCS(=O)(=O)C1 (stereo not drawn)	0	4	2.3	1.9	4.3	-1.8%	0.27	-0.18	0.14	0.62	i	-3	-36%	0.03	928	-3.5	1136	i
Cn1cnnc1SCC(=O)N1N=C(c2ccc(Cl)cc2)CC1c1ccco1 (stereo not drawn)	-8	3	6.8	1.5	8.1	-2.7%	-0.18	-0.22	0.45	1.4	i	6	1%	0.16	1598	10	773	i
N#CCC(=O)N/N=C/c1cn(Cc2cccc3ccccc23)c2ccccc12	x	x	x	x	x	-1.6%	1	-0.26	0.47	-0.48	x	x	16%	0.09	1506	-5.1	1201	i
Cc1cc(O)cc(=O)n1C	-3	-13	4.1	2.7	5.1	-0.7%	-0.82	0.045	-0.34	-0.13	i	-9	4%	0.92	1106	0.8	1158	x
O=C(Cc1ccccc1)NCc1cccnc1	10	1	3.2	1.5	2.3	1.3%	-0.79	-0.3	-0.36	0.72	i	-30	7%	-0.19	1280	-0.7	1096	i
COc1ccc(CCNC(=O)CN2C(=O)NC(CCSC)C2=O)cc1 (stereo not drawn)	3	6	6.1	2.8	2.8	0.6%	0.68	-0.36	0.6	0.51	i	14	48%	-0.33	1257	-2.0	1111	i
CCOC(=O)Cc1c(C)nc2c(-c3cccc(Br)c3)cnn2c1C	-9	-7	2.5	4.2	4.3	0.3%	-0.72	-0.26	-0.64	1.1	i	2	12%	-0.3	1242	0.4	929	i
O=C1C2C3C=CC(C4CC34)C2C(=O)N1/N=C/c1ccc(-c2cccc([N+](=O)[O-])c2)o1 (stereo not drawn)	-7	22	5.0	2.5	5.3	0.4%	-0.65	-0.24	-0.59	1.1	i	-11	8%	0.62	1265	-1.5	1001	i
C/C(=N/NC(=O)CN1CCN(S(=O)(=O)c2ccc(Br)cc2)CC1)c1cccnc1	15	11	5.5	1.9	3.5	-2.7%	2.8	0.087	1.3	-1.3	i	14	2%	0.24	1455	0.1	906	x
CC(=O)c1ccc(-c2nnc(CCC(=O)N(C)Cc3c(C)nc4ccccn34)o2)s1	-5	-4	1.8	2.1	6.6	0.8%	-0.16	-0.27	0.073	0.14	i	8	4%	0.32	1290	2.5	1117	i
O=C(N/N=C\c1cn[nH]c1-c1ccccc1)c1cccnc1	13	15	2.8	2.0	8.8	-2.4%	-0.83	-0.19	-0.49	0.044	i	-2	0%	0	842	-0.6	1032	i

From PubChem
